High-throughput results deposited in PubChem BioAssay by several laboratories.
p47phox inh – blocks human p47phox regulatory protein of NADPH oxidases. P14598. p47phox/p22phox peptide binding, fluorescence polarization, 2 h. inhibition, % at 24.7 µM. hit rate 0.53% among 220,000. AID 1274;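 active = inhibition above about 30%, limit read from the data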;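 also: 0% = p47phox with labelled peptide and 100% = labelled peptide alone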
Target sequence (P14598 whole entry, looked up): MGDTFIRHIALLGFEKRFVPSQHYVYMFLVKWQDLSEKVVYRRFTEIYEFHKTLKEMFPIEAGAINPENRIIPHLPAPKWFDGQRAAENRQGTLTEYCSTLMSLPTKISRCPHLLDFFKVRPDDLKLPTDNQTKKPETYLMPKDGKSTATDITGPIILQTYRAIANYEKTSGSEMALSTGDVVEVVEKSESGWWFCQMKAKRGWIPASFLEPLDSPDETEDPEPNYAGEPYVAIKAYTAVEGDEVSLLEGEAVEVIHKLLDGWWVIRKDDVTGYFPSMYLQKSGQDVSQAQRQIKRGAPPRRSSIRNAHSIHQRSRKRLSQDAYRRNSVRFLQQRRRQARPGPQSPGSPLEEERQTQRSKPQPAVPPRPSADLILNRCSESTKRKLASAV
TNF necrop inh – blocks TNF-alpha induced death of Jurkat FADD-/- cells; Jurkat FADD-/- TNF necroptosis rescue, ATP luminescence, 24 h; 0 = TNF only, 100 = no-TNF cells; hit rate 0.068% among 220,000; AID 463075; activation (protection from cell death), % at 10 µM;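 active = activation, meaning protection from cell death, of at least 50% relative to plate controls; inactive = activation below 50%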;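 also: necroptosis triggered by 40 ng/mL TNF-alpha added together with compound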
TRPML3 agonist – activates the human TRPML3 channel. Q8TDD5. HEK293 TRPML3-YFP, Fluo-8 calcium fluorescence; 100% = the carbachol control signal. activation, % at 3 µM. hit rate 0.29% among 220,000;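 active = activation above its plate's cutoff, the mean activation of the plate's test wells plus 3 SD, cut at about 12% in these data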;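 also: 0% = DMSO only wells and 100% = carbachol wells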
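Material: HEK293 cells stably carrying human TRPML3-YFP; compound dosing: single dose, 3 µM final nominal compound, 0.3% DMSO final; incubation: 1-h 37 °C dye load, 5-s basal, 120-s post-compound reads; technique: Fluo-8 intracellular calcium fluorescence, excitation 470-495 nm, emission 515-575 nm; read-out basis: percent activation from peak-to-basal fluorescence ratio, scaled between DMSO and carbachol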
CHOP inh – CHOP inhibition in unfolded protein response; CHO-K1 CHOP-promoter luciferase, tunicamycin-induced, 15-18 h; inhibition, % at 10 µM; hit rate 3.8% among 220,000;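 active = compounds that reduced the stress-induced luciferase reporter signal by more than about 70% of percent inhibition, limit read from the data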;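 also: 0% = tunicamycin plus vehicle and 100% = wells without tunicamycin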
PPC-1+TRAIL kill – compounds killing PPC-1 cancer cells with TRAIL present (potentiator screen, no TRAIL-free arm). hit rate 0.41% among 220,000. PPC-1 cells + TRAIL, ATPLite viability luminescence. cell killing (% activity), % at 4 µM;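 active = cell killing above 50% in the first pass at 4 µM, then a duplicate retest at 5 µM averaging 50% or more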;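 also: plate controls were cells with TRAIL plus DMSO for no effect and medium-only wells lacking cells for full effect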
MDM2 E3 inh – Mdm2 E3 ligase (human) inhibition; Q00987; hit rate 0.11% among 210,000; signal enhancement, % at 5 µM; cell-based MDM2 ubiquitination luciferase reporter, 2 h; 0 = plate control, 100 = twice control, blank-subtracted; AID 1230;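 active = signal enhancement of 30% or more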;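 also: luminescence tracks abundance of the self-degrading MDM2-luciferase fusion protein; higher signal means inhibition of MDM2 E3 ligase activity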
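Buffer or medium: Cells held in DMEM | Assay system: Stable mammalian line carrying autodegrading MDM2–luciferase fusion reporter | Quantity: 2000 cells/well | Times: 4 h settle plus 2 h compound, 37 °C | Doses: One concentration, 5 µM, with 0.2% DMSO | Technique: Luminescence with SteadyLite reagent, 15 min at room temperature | Benchmarks: Plate controls and plate blanks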
Runt-SMMHC FRET – blocks binding of human RUNX1 Runt domain to CBFb-SMMHC. hit rate 0.74% among 220,000. Cerulean-Runt/Venus-CBFb-SMMHC FRET ratio 530/480, 1 h. Q01196+Q13951. inhibition, % at 20 µM;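 active = mean inhibition across duplicate retests at 20 µM reaching about 50%, limit read from the data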;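 also: 0% = DMSO wells and 100% = wells with excess untagged CBFb-SMMHC; inhibitors lower the FRET ratio by blocking Runt binding to CBFb-SMMHC; some results filed as inactive read as strong as hits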
TRPN1 ag – zebrafish TRPN1 (NompC) channel agonism; HEK293 zebrafish TRPN1-YFP, Fluo-8 calcium fluorescence; 100% = response to 87 µM carbachol; activation, % at 3 µM; hit rate 0.18% among 220,000; AID 1424;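 active = activation above its plate's cutoff, the mean activation of test wells on that plate plus 3 SD, cut at about 19% in these data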;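 also: 0% = DMSO alone and 100% = 87 µM carbachol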
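Material: zebrafish TRPN1-YFP in HEK293 cells. Doses: one dose of 3 µM, 0.3% DMSO. Incubation: dye 1 h 37 °C plus 30 min RT. Measured by: intracellular calcium fluorescence with Fluo-8.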
EBV gp42 inh – inhibitors of Epstein-Barr virus glycoprotein 42; Q1HVG2; Fluorescence polarization binding assay, mP read-out; hit rate 0.42% among 220,000; inhibition, % (tested at 21.74 µM); in the data active = inhibition above about 50%
Target sequence (Q1HVG2 whole entry, looked up): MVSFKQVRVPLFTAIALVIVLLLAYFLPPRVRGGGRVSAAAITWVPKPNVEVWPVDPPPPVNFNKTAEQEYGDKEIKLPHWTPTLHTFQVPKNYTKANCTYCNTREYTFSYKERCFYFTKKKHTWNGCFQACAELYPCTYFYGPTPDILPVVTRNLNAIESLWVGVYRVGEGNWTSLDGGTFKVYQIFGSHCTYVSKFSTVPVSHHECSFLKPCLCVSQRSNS
Numbers without * were called inactive; / = no result given.

Every second line gives: p47phox inh | TNF necrop inh | TRPML3 agonist | CHOP inh | PPC-1+TRAIL kill | MDM2 E3 inh | Runt-SMMHC FRET | TRPN1 ag | EBV gp42 inh
N/C(=N\OC(=O)C1CCCCC1)c1cccnc1
    -11 | -0.6 | 0.3 | -2 | -6 | -9 | 4 | 0.7 | -5
CSc1ccccc1NC(=O)CN(C)CC(=O)Nc1ccc(Cl)cc1[N+](=O)[O-]
    -5 | -0.7 | -1.0 | 19 | 8 | -21 | -6 | -2.2 | -23
CCOC(=O)c1ccc(N2N=C(C)/C(=C/C=C/c3ccco3)C2=O)cc1
    17 | -5.9 | 0.5 | 28 | 17 | -23 | -13 | 1.4 | 0
Cc1csc(NC(=O)c2cc(-c3ccncc3)nc3ccccc23)n1
    -4 | -1.5 | 0.6 | 14 | 0 | -8 | -6 | 1.0 | -12
O=C(Nc1ccc(SC(F)(F)F)cc1)c1ccccn1
    -3 | -1.1 | 1.9 | 27 | 26 | -39 | 2 | 1.0 | -1
S=C(NCc1ccco1)Nc1ccc(Cl)cc1
    1 | 0.5 | 1.1 | 6 | 19 | -10 | -1 | 0.8 | 12
Nc1cc(-c2ccc(Br)cc2)nn1S(=O)(=O)c1ccccc1
    -10 | 0.9 | -1.5 | 72* | 0 | -7 | -1 | -0.4 | 9
COc1cccc(C2N(c3ccc(Cl)c(Cl)c3)C(=O)C3CCCN32)c1OC (centres undefined)
    -8 | 1.4 | 0.4 | 15 | 4 | -24 | -1 | 0.6 | -18
CC(C)(C)c1ccc(OCc2cnc(Cl)s2)cc1
    -18 | 1.7 | 0.8 | 40 | -2 | -2 | 2 | 1.7 | -10
O=C(C1CC1)N1CCN(C(c2ccccc2)c2ccccc2)CC1
    2 | -2.0 | -0.7 | 45 | -12 | -1 | -3 | -1.9 | -17
CCC(=O)N1C(C(=O)N2CCCC2)CSC1c1ccc(OC)cc1 (centres undefined)
    4 | -0.4 | -0.1 | -9 | -7 | / | 0 | -1.6 | 1
CC(=O)O[C@H]1CC(C)(C)C(=C=C/C(C)=C/C=C/C(C)=C/C=C/C=C(C)/C=C/C=C(\C)C(=O)C[C@@]23O[C@]2(C)C[C@@H](O)CC3(C)C)[C@](C)(O)C1
    -14 | -10 | / | -71 | 23 | -4 | -15 | / | -7
CC/C(=N\Nc1ccccc1[N+](=O)[O-])c1ccc(O)cc1
    -7 | -3.1 | -1.4 | 100* | -2 | 3 | -12 | -3.4 | 4
Cc1ccc(OCC(=O)Nc2ccc(F)cc2)c([N+](=O)[O-])n1
    2 | 0.0 | 0.6 | -23 | 18 | -5 | 1 | 0.4 | 2
CC(NC(=O)/C=C/c1ccco1)c1nc2ccccc2n1Cc1cccc(Cl)c1 (centres undefined)
    -7 | -2.5 | 0.1 | 19 | -13 | -5 | -2 | -0.8 | -6
O=C(COC(=O)c1ccc(Br)o1)NCCc1ccccc1
    0 | -0.2 | -0.9 | 24 | 10 | -20 | 0 | 0.6 | -11
COc1cc(OC)cc(-c2nc3ccccc3c(=O)o2)c1
    6 | -0.5 | 0.8 | 58 | 3 | 0 | 9 | 0.3 | -13
CCn1cc(/C=N\NC(=O)c2csc3ccccc23)c(C)n1
    4 | -1.6 | 0.4 | -18 | 11 | -2 | -4 | 1.9 | 7
NC(=O)CSc1nccn1Cc1ccc(Cl)cc1
    2 | 0.5 | 0.5 | 13 | 3 | -3 | -3 | 1.4 | 10
COC(=O)Cn1nc(-c2ccc(C)cc2)c2ccccc2c1=O
    -9 | -0.6 | -0.5 | 9 | 10 | -14 | 2 | -2.0 | 10
CN(C)/C=N/c1sccc1C(N)=O
    9 | -3.1 | -0.3 | 41 | 10 | -11 | 3 | -0.1 | -7
O=C1C(C2=NC(c3ccccn3)C3C(=O)N(c4ccccc4)C(=O)C23)=C(O)c2ccccc21 (centres undefined)
    -14 | 0.6 | 0.0 | -13 | 5 | / | 2 | 0.9 | -24
CCOC(=O)c1c(C)[nH]c(C)c1C(=O)COC(=O)c1cc2ccccc2cc1O
    -27 | 0.7 | 0.6 | 56 | -7 | -9 | -2 | -0.7 | -4
Cc1cccc(N2CCN(C(=O)C3CCN(S(=O)(=O)c4c(C)noc4C)CC3)CC2C)c1 (centres undefined)
    -20 | -0.9 | 2.7 | 60 | -10 | -22 | 2 | 4.2 | -6
CC(=O)Nc1c2c(nn1-c1ccc(C)cc1C)CSC2
    -8 | -0.7 | -0.3 | 31 | -9 | -1 | 3 | -0.8 | -5
Cc1ccccc1-c1nnc(SCC#N)o1
    -3 | 0.6 | -0.3 | -13 | 14 | -1 | 2 | -0.2 | -17
Cc1ccc(C(=O)Oc2ccc3c(c2)ncn3C)cc1
    -5 | -2.6 | 0.0 | 14 | 22 | -23 | -7 | -1.4 | -10
Cc1cccc(NC(=S)NC2CC3CCCC(C2)N3Cc2cccs2)c1C (centres undefined)
    -6 | -13 | 0.2 | -2 | 3 | 7 | -5 | -2.1 | -6
Cc1cc(F)ccc1NC(=O)c1cccnc1
    3 | 0.2 | 1.4 | 2 | -12 | -11 | 0 | 1.4 | -1
COc1ccc(-c2cc3ccc(OCc4nn[nH]n4)cc3oc2=O)cc1
    2 | 0.9 | 0.6 | 6 | 20 | -47 | 17 | -0.7 | -26

CHOP inh: what is marked active above
SMILES	p47phox inh	TRPML3 agonist	CHOP inh	MDM2 E3 inh	Runt-SMMHC FRET	EBV gp42 inh
Nc1cc(-c2ccc(Br)cc2)nn1S(=O)(=O)c1ccccc1	-10	-1.5	72*	-7	-1	9
CC/C(=N\Nc1ccccc1[N+](=O)[O-])c1ccc(O)cc1	-7	-1.4	100*	3	-12	4

Next compounds follow:
Every second line gives: p47phox inh | TNF necrop inh | TRPML3 agonist | CHOP inh | PPC-1+TRAIL kill | MDM2 E3 inh | Runt-SMMHC FRET | TRPN1 ag | EBV gp42 inh
COc1ccc(-n2nc(C(=O)Nc3ccc4c(c3)OCO4)c3c4ccccc4n(C)c3c2=O)cc1
    / | -0.2 | 0.7 | / | 17 | / | 0 | -0.2 | /
CCCCCC1CC(CC(=O)NC(=S)Nc2ccccc2Cl)C(=O)O1 (centres undefined)
    0 | 1.3 | 1.5 | 17 | 2 | 20 | -1 | 0.6 | -4
O=C(CSc1ncccn1)Nn1cnnc1
    -11 | -0.1 | 0.7 | -5 | 22 | -8 | -2 | 3.3 | -7
COc1ccc(C2(C#N)CCC(=O)N2c2ccccc2)cc1 (centres undefined)
    -9 | 1.4 | 0.7 | 6 | -18 | -6 | 0 | 1.8 | -10
C#CC[N+](C)(C)CCCCCCCCCC
    -43 | -5.9 | 0.4 | 1 | 26 | -4 | 3 | 0.0 | -24
CN1CCN(C(=O)C23CC4CC(CC(C4)C2)C3)CC1
    -1 | 0.8 | -0.2 | 10 | 10 | -11 | 1 | -0.1 | -1
N#Cc1cnn(CC2CCCCC2)c1N
    -17 | 15 | 0.5 | 51 | 4 | 6 | 0 | 0.0 | -5
Cc1ccccc1C(=O)Nc1nnc(-c2cccnc2)o1
    -4 | -0.4 | 0.3 | 5 | 16 | -23 | 2 | 1.5 | -13
CC1CC2OC(=O)C3(C)CCCC(C)(C23)C1(O)CCc1ccoc1 (centres undefined)
    -3 | 0.8 | -0.1 | 14 | 8 | -14 | -1 | 0.1 | -11
CCn1c(SCc2nc3ccccc3c(=O)[nH]2)nc2ccccc21
    -9 | 2.2 | -0.8 | 14 | -18 | -23 | -1 | -1.8 | -10
O=[N+]([O-])c1ccc2oc(C3CCCCC3)nc2c1
    -2 | 1.0 | 0.6 | 38 | 3 | 2 | 4 | 0.4 | -9
N#Cc1c(NC(=O)CSc2ncc(-c3ccccc3)n2CC2CCCO2)sc2c1CCCC2 (centres undefined)
    -7 | -4.0 | 0.6 | -10 | 6 | -35 | 73* | 0.9 | -8
O=C(CN1CCCC1)NCC(=O)Nc1ccc(F)cc1
    -3 | 1.4 | 0.0 | -4 | 4 | -7 | 0 | 0.7 | -14
C/C(=N\Nc1ccc([N+](=O)[O-])cc1)c1cccc(N)c1
    -9 | -1.7 | -0.1 | 55 | 15 | -18 | -9 | 1.1 | -13
CC(C)CC1NC(=O)N(CC(=O)N2c3ccccc3NC(=O)C2(C)C)C1=O (centres undefined)
    0 | 1.3 | 0.7 | -3 | -18 | -5 | -1 | 1.6 | 41
CC(=O)n1cc(N(C(=O)CCl)c2ccc([N+](=O)[O-])cc2)c2ccccc21
    -17 | -29 | 2.1 | 106* | 8 | -8 | 0 | 3.8 | -17
O=C(N/N=C/c1ccccc1)c1[nH]c2ccc(Br)cc2c1-c1ccccc1
    -24 | -8.0 | 1.1 | 35 | 20 | 2 | 4 | -0.5 | -7
CCC12CC3CC(C1)CC(C(=O)Nc1nn[nH]n1)(C3)C2
    -10 | -1.6 | 0.2 | 1 | -3 | 1 | -2 | 1.6 | -31
CC(=O)c1ccc(N2CCC(C)CC2)c(F)c1
    0 | -2.3 | 0.8 | 27 | 8 | -12 | -3 | 2.0 | -19
Cc1ccc(C)c(SCC(=O)NCc2ccco2)c1
    -18 | -1.2 | -0.7 | 3 | -11 | 1 | 0 | -2.3 | -18
Cc1ccc(/C(N)=N/OC(=O)CCC2CCCCC2)cc1
    1 | -1.9 | -0.1 | -8 | 11 | -1 | -5 | 0.7 | -11
Cc1cccc(OCC(=O)N/N=C/c2ccc(N(C)C)cc2)c1
    -2 | -1.1 | 0.0 | 10 | 29 | 4 | 4 | 0.7 | -7
CCOC(=O)c1sc(NC(=O)c2ccc(S(=O)(=O)N(CC)CC)cc2)nc1C
    -13 | -2.5 | 0.8 | 31 | 3 | -7 | -5 | 0.1 | -23
Cc1c(NC(=O)c2cccc(S(=O)(=O)N3CCOCC3)c2)c(=O)n(-c2ccccc2)n1C
    3 | -0.3 | 0.1 | -11 | -17 | -16 | -2 | 0.6 | 10
Cc1cc(C(=O)Nc2ccc(N3CCOCC3)cc2)c2ccccc2n1
    -4 | -0.7 | 0.5 | -20 | -13 | -1 | 4 | 2.0 | 1
CCOC(=O)N1CCN(Cc2cccs2)CC1
    -3 | 0.5 | 0.6 | 1 | 9 | -1 | -2 | 0.1 | -12
